Screening data as filed in PubChem BioAssay.
14-3-3 Bad inh: disrupts binding of bovine 14-3-3 zeta to phospho-Bad peptide | AID 781 | P63103 | inhibition, % at 21.7 µM | TR-FRET 14-3-3zeta/Dy647-pBad peptide displacement, 1 h | hit rate 0.71% among 220,000;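 active = inhibition above about 70%, limit read from the data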;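 note: 0% = full 14-3-3 plus peptide FRET controls and 100% = background without 14-3-3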
Runt-CBFb FRET: inhibitors of human RUNX1 Runt domain binding to CBFb; hit rate 0.46% among 220,000; inhibition, % at 20 µM; Cerulean-Runt/Venus-CBFb FRET ratio 530/480, 1 h; Q01196+Q13951; AID 1496;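 active = inhibition over about 50% at 20 µM in the single-dose screen, limit read from the data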;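 note: 0% = DMSO wells and 100% = excess unlabeled CBFb competitor control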
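System: Cerulean-labeled Runt domain protein | Quantity: 100 nM of each labeled protein | Schedule: 1 h compound exposure, room temperature | Detection: Fluorescence energy transfer, 422 nm excitation, 530/480 nm emission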
Hck-Nef inh: blocks Nef-activated human Hck kinase. P08631. Recombinant Hck-YEEI plus Nef, Z-Lyte FRET kinase assay. inhibition, % at 20 µM. hit rate 0.68% among 220,000;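 active = Hck-Nef kinase inhibition above about 50%, limit read from the data; inactive = inhibition below that limit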;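 note: 0% = DMSO with Hck plus Nef and 100% = Hck alone without Nef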
L929 necroptosis: L929 zVAD cell death inhibition. hit rate 0.38% among 220,000. AID 1377. L929 zVAD necroptosis rescue, ATP luminescence, 24 h; with zVAD 60 µM. viability rescue, % at 10 µM;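 active = activation, scaled between plate controls, above about 75%, limit read from the data; inactive = activation under that limit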;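 note: 0% = zVAD with DMSO and 100% = DMSO alone without zVAD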
EBV gp42 inh: inhibitors of Epstein-Barr virus glycoprotein 42; Q1HVG2; Fluorescence polarization binding assay, mP read-out; inhibition, % (tested at 21.74 µM); hit rate 0.42% among 220,000; in the data active = inhibition above about 50%
p47phox inh: p47phox (human) inhibition | P14598 | p47phox/p22phox peptide binding, fluorescence polarization, 2 h | inhibition, % at 24.7 µM | hit rate 0.53% among 220,000 | AID 1274;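 active = inhibition above about 30%, limit read from the data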;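 note: 0% = p47phox with labelled peptide and 100% = labelled peptide alone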
Target sequence (P14598 whole entry, looked up): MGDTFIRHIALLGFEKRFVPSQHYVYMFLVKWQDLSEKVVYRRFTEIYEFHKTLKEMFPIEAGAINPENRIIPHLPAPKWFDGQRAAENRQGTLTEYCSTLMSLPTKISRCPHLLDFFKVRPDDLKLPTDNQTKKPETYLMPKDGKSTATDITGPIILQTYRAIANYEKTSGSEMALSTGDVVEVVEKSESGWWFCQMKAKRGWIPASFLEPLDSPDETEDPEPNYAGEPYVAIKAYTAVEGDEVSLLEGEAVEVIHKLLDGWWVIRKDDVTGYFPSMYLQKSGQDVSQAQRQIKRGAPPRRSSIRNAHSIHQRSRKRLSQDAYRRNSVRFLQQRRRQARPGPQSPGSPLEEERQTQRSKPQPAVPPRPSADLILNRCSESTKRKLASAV
Runt-SMMHC FRET: blocks binding of human RUNX1 Runt domain to CBFb-SMMHC; Q01196+Q13951; Cerulean-Runt/Venus-CBFb-SMMHC FRET ratio 530/480, 1 h; inhibition, % at 20 µM; hit rate 0.74% among 220,000; AID 1434;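 active = mean inhibition across duplicate retests at 20 µM reaching about 50%, limit read from the data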;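 note: 0% = DMSO wells and 100% = wells with excess untagged CBFb-SMMHC; inhibitors lower the FRET ratio by blocking Runt binding to CBFb-SMMHC; some results filed as inactive read as strong as hits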
Tb hexokinase: blocks Trypanosoma brucei hexokinase 1 activity | inhibition, % at 10 µM | hit rate 0.11% among 220,000 | recombinant TbHK1, G6PDH-coupled NADH A340;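 active = inhibition of 50% or more in the single-dose primary screen; inactive = inhibition below 50%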
MDM2 E3 inh: inhibitors of human Mdm2 E3 ubiquitin ligase. Q00987. hit rate 0.11% among 210,000. signal enhancement, % at 5 µM. cell-based MDM2 ubiquitination luciferase reporter, 2 h; 0 = plate control, 100 = twice control, blank-subtracted. AID 1230;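 active = signal enhancement of 30% or more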;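 note: luminescence tracks abundance of the self-degrading MDM2-luciferase fusion protein; higher signal means inhibition of MDM2 E3 ligase activity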
Target sequence (Q00987 whole entry, looked up, the tested form may be a part): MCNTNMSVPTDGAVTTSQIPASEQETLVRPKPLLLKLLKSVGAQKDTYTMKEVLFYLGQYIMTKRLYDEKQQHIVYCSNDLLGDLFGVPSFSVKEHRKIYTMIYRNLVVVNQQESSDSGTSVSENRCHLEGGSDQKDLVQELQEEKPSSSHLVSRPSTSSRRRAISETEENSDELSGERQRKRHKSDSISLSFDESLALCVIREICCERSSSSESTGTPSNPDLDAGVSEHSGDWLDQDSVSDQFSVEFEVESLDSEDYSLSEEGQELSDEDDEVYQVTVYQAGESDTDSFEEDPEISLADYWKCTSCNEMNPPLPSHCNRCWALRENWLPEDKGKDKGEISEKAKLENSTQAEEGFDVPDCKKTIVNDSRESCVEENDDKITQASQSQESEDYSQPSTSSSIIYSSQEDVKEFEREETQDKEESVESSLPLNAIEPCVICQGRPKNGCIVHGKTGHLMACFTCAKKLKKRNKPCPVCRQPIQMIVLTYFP
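System: stable MDM2–luciferase fusion reporter cells / Input: 2000 cells seeded into each well / Schedule: 4 h settle plus 2 h compound, 37 °C / Compound: single-point 5 µM / Buffer or medium: cells held in DMEM / Benchmarks: control and blank well means / Evaluation: percent signal gain over controls, blank-subtracted / Measured by: luciferase luminescence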
Starred values were filed as active, the others as inactive; . = no result given; [ ] = dose if it differs, or a comment.

canonical_smiles,14-3-3 Bad inh,Runt-CBFb FRET,Hck-Nef inh,L929 necroptosis,EBV gp42 inh,p47phox inh,Runt-SMMHC FRET,Tb hexokinase,MDM2 E3 inh
Cn1c(N)c(C(=O)COC(=O)c2cc(-c3ccco3)nc3ccccc23)c(=O)n(Cc2ccccc2)c1=O,1,-8,39,3.4,-18,-65,-25,3,.
CC(CN1CCOCC1)OC(=O)C(C)(c1ccccc1)c1ccccc1 (stereo not given),39,-1,12,-0.5,-15,-16,-4,1,-3
CCOC(=O)Cc1csc(NC(=O)c2sc3nc4cc(C)ccc4cc3c2N)n1,32[fluorescence artefact?],3,3,0.9,25,-2,-4,-6,-22
CCCC12C(=O)C(C)(C(c3ccccc3)=C1c1ccccc1)C1C(=O)N(c3ccc(C)cc3)C(=O)C12 (stereo not given),-10[fluorescence artefact?],-4,4,0.2,-16,-8,0,-3,-1
COc1cc(/C=N/NC(=O)c2ccc(CN3C(=O)c4cccc5cccc3c45)cc2)cc(OC)c1O,-2,6,17,-0.5,4,-9,-5,-35,.
CN(C)S(=O)(=O)c1cccc(-c2nnc3n2CCCCC3)c1,2,1,10,-0.1,-14,1,-2,-11,.
Cc1ccc(S(=O)(=O)N2CCCCC2)cc1NC(=O)CSc1nncn1-c1ccccc1,-6,-3,-7,0.3,3,3,2,-5,4
CCOc1ccc(NC(=O)Cc2ccccc2)c([N+](=O)[O-])c1,12,-1,1,1.5,-3,-4,1,2,4
COc1ccc(NC(=O)C(Cc2ccccc2)NC(=O)c2ccco2)cc1OC (stereo not given),1,-1,1,0.2,-29,0,-4,5,-2
CCn1cc(/C=C2/SC(=S)NC2=O)c(C)n1,-2,-2,9,12,-13,-19,0,-18,13
CN1CCN(c2ccc(NC(=O)c3ccc4c(c3)OCCO4)cc2Cl)CC1,0,0,19,6.8,-20,-5,1,1,-12
CC(=O)N1CCc2cc(S(=O)(=O)NCCC(=O)NCCc3ccc(C)cc3)ccc21,-2,0,-3,0.6,-8,-2,2,1,-13
Cc1nn(C)c(=O)n1-c1ccc(OCc2ccccc2)cc1,-13[fluorescence artefact?],1,-1,-0.4,-8,-5,1,4,-1
Cc1c(NC(=O)CC2NC(=O)NC2=O)c(=O)n(-c2ccccc2)n1C (stereo not given),8,2,-6,0.2,-7,-2,8,7,-12
CCN(c1ccccc1)S(=O)(=O)c1ccc(C(=O)NCCCn2ccnc2)cc1,-6,-2,27,1.1,-12,-1,-2,-1,-5
O=[N+]([O-])c1ccc(Sc2ccccc2)nc1,-3,-1,4,-0.1,-2,0,0,-18,-12
CC1CN(C(=O)Nc2ccc(Br)cc2Cl)CC(C)O1 (stereo not given),2,-1,-3,0.1,9,-9,-2,-4,-9
COc1ccc(N2CCN(C(=O)Cn3cnc4c3c(=O)n(C)c(=O)n4C)CC2)cc1,-15,1,19,0.9,0,-7,0,-3,6
COc1ccc(/C(C)=N/Nc2cccc(C(=O)O)c2)cc1OC,-1,3,-3,4.3,-6,-2,-2,-4,2
Cc1onc(-c2ccccc2)c1C(=O)Nc1nnc(N2CCCCCC2)s1,14,-1,-7,0.7,3,-28,-6,-7,-10
CC1C/C(=C/c2cccn2C)C(=O)/C(=C/c2cccn2C)C1 (stereo not given),-12[fluorescence artefact?],2,-4,0.7,-70,-174,-4,-19,-16
Cc1ccc(C(=O)C(c2ccccc2)N2Cc3ccccc3C2=N)cc1 (stereo not given),10,-4,3,0.8,-5,-15,-4,13,4
COCCSc1ccccc1C(=O)N1CCOCC1,-4[fluorescence artefact?],4,0,0.5,-43,-2,-1,-4,-4
Cc1nc2sc(C(N)=O)c(N)c2c2c1CCCC2,-2,4,11,0.6,-10,2,2,-11,-12
CCO/C=C1/C(=O)N(C(C)=O)c2ccccc21,3,-4,1,0.2,-2,6,-3,1,6
Cc1nnc(Sc2nc3c(c(=O)[nH]c(=O)n3C)n2CCCc2ccccc2)s1,-10,1,1,-0.7,2,10,4,-4,-13
CCOC(=O)c1sc(=S)n(-c2ccccc2)c1N,-2,1,15,-0.5,-25,4,-10,-17,13
COc1cccc(CNC(=O)C2CCCN(c3nc4ccccc4o3)C2)c1 (stereo not given),-6,-6,-1,2.5,-10,-19,-4,-3,-3
CSc1nn(-c2ccc(C(=O)OCC(=O)NC(=O)NC(C)C)cc2)c(=S)s1,-10,-4,2,55,-12,-32,1,-4,11
O=C1NCCCc2nonc21,-9,0,0,0.2,-7,-6,2,4,-12
COc1ccc(C2(C(=O)NCc3ccco3)CCCC2)cc1OC,-10,0,2,0.3,-15,-7,1,2,14
CCCCC(O)CN1CCC(c2ccccc2)CC1 (stereo not given),-5,1,3,0.2,-6,-10,2,0,-2
CN(C)/C=C/C(=O)c1ccncc1,-4,-1,-22,0.8,2,-2,-6,-30,-13
CCNC(=S)N(Cc1cc2c(C)ccc(C)c2[nH]c1=O)C1CCCC1,-13,60*,20,1.9,-13,-2,28,-9,-3
O=C(CNS(=O)(=O)c1ccc2ccccc2c1)OCc1nnc(-c2ccccc2)o1,6[fluorescence artefact?],-1,-3,0.8,-36,-11,-1,-4,-3
CC1CCC/C(=C\Nc2ccc(C(=O)O)c(O)c2)C1=O (stereo not given),0,4,11,0.8,-2,-11,0,-52,-2
Cc1cc(-c2ccccc2)c2nncn2n1,9,2,1,0.1,-6,-5,-11,-3,-24
Cc1cc(C)c(NC(=O)/C(=C/c2ccco2)c2ccccc2)c(C)c1,-16,7,-24,0.4,-11,2,4,-10,-4
COc1ccccc1Oc1cc(C#N)c(C#N)cc1-n1nnc2ccccc21,10,-1,0,7.3,4,-5,-1,0,-7
CCOc1ccccc1C1CC(=O)Nc2cc(OC)c(OC)c(OC)c21 (stereo not given),-1,0,-12,-0.2,-8,-6,-7,4,-14
COc1ccc(OC)c(C(=O)CSc2nc3ccccc3n2CC(=O)NC(C)(C)C)c1,-7,-5,11,-0.1,-26,-13,-1,-9,-11
c1ccc(CCNc2nc(-c3ccncc3)nc3ccccc23)cc1,-10,-1,20,19,8,-22,-2,-14,-7
CCCc1nc2ccccc2c(C(=O)OCC(=O)Nc2c(C)n(C)n(-c3ccccc3)c2=O)c1CC,2[fluorescence artefact?],0,1,0.1,7,-8,0,-1,-18
CCOC(=O)C1=C(C)OC(N)=C(C#N)C1c1ccoc1 (stereo not given),-11,4,-10,-1.5,-7,-10,4,-1,-4
COC(=O)CN(c1ccc(F)cc1)S(=O)(=O)c1ccc2c(c1)OCCO2,4,2,1,0.1,2,1,2,-3,-17
Cc1cc(C)n2nc(C(=O)N3CCOCC3)nc2n1,-13,-1,0,-0.1,0,3,-4,34,15
CCCCC[C@H](O)/C=C/[C@@H]1[C@@H](C/C=C\CCCC(=O)O)[C@H]2CO[C@@H]1C2,22,-1,0,17,2,2,2,17,.
Cc1nn(-c2ccccc2)c(C)c1/C=N/NC(=O)CSc1nnc(SCc2ccccc2Cl)s1,-3,-1,6,.,-3,-5,1,5,-19
CSCCC(NC(=O)c1ccco1)C(=O)OCC(=O)Nc1sccc1C#N (stereo not given),-5,-2,0,0.0,-11,-19,-53,1,-3
CC1(C)NC(=O)N(CC(O)COc2ccccc2[N+](=O)[O-])C1=O (stereo not given),-7,0,13,3.7,0,-6,15,-1,-7

Given with values under each structure: part of the list above.
The line under a structure holds: 14-3-3 Bad inh | Runt-CBFb FRET | Hck-Nef inh | L929 necroptosis | EBV gp42 inh | p47phox inh | Runt-SMMHC FRET | Tb hexokinase | MDM2 E3 inh
> CCCc1nc2ccccc2c(C(=O)OCC(=O)Nc2c(C)n(C)n(-c3ccccc3)c2=O)c1CC
    2[fluorescence artefact?] | 0 | 1 | 0.1 | 7 | -8 | 0 | -1 | -18
> CCOC(=O)C1=C(C)OC(N)=C(C#N)C1c1ccoc1 (stereo not given)
    -11 | 4 | -10 | -1.5 | -7 | -10 | 4 | -1 | -4
> COC(=O)CN(c1ccc(F)cc1)S(=O)(=O)c1ccc2c(c1)OCCO2
    4 | 2 | 1 | 0.1 | 2 | 1 | 2 | -3 | -17
> Cc1cc(C)n2nc(C(=O)N3CCOCC3)nc2n1
    -13 | -1 | 0 | -0.1 | 0 | 3 | -4 | 34 | 15
> CCCCC[C@H](O)/C=C/[C@@H]1[C@@H](C/C=C\CCCC(=O)O)[C@H]2CO[C@@H]1C2
    22 | -1 | 0 | 17 | 2 | 2 | 2 | 17 | .
> Cc1nn(-c2ccccc2)c(C)c1/C=N/NC(=O)CSc1nnc(SCc2ccccc2Cl)s1
    -3 | -1 | 6 | . | -3 | -5 | 1 | 5 | -19
> CSCCC(NC(=O)c1ccco1)C(=O)OCC(=O)Nc1sccc1C#N (stereo not given)
    -5 | -2 | 0 | 0.0 | -11 | -19 | -53 | 1 | -3
> CC1(C)NC(=O)N(CC(O)COc2ccccc2[N+](=O)[O-])C1=O (stereo not given)
    -7 | 0 | 13 | 3.7 | 0 | -6 | 15 | -1 | -7

New compounds follow
canonical_smiles,14-3-3 Bad inh,Runt-CBFb FRET,Hck-Nef inh,L929 necroptosis,EBV gp42 inh,p47phox inh,Runt-SMMHC FRET,Tb hexokinase,MDM2 E3 inh
COP(=O)(OC)C(NC(=O)Nc1ccccc1)c1ccccc1 (stereo not given),-1,0,4,0.4,-15,-17,4,-5,-7
COc1ccc(S(=O)(=O)N2CCCCC2)cc1NC(=O)c1ccc(=O)[nH]c1,-2,0,-27,2.8,-6,-1,-1,-6,-10
COc1ccccc1NC(=S)NC(NC(=O)CC(C)C)C(Cl)(Cl)Cl (stereo not given),-15,4,19,0.0,-19,-1,-1,-2,7
CC(C)NC(=O)c1onc(CSc2ccc(F)c(F)c2)c1C(=O)O,31,3,0,0.0,-7,3,1,-2,-23
